# HSF1 inhib = HSF1 inhibitors in luciferase reporter cells, primary screen, cell-based, NIH3T3, luminescence; activity change, negative = inhibition, % at 7.5 µM (by protocol); AID 2098, 2009; hit rate 0.77% among 300,000; NIH3T3-HGL HSE-luciferase, MG132-induced, luminescence 8 h; stronger effect = lower value;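 active = more than half of replicate wells show activity change below -50%, luminescence cut by over half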;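 also: luciferase reports HSF-1 transcriptional activity via heat shock element; 0% = median of DMSO wells and -100% = zero luminescence signal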
# HIF activator = HIF pathway transcriptional activators, primary screen, cell-based, U2OS HRE-luciferase, luminescence; hit rate 0.32% among 300,000; activation, % at 7.5 µM (by protocol); AID 1910, 2009; U2OS HRE-luciferase reporter; normalized: DMSO 0%, desferrioxamine 100%;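 active = mean activation of at least 10% of the iron chelator positive control signal, with at least half of replicates also reaching 10%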
# KLF5 inhibitor = KLF5 expression inhibitors, primary screen, DLD-1 cells, luminescence; hit rate 0.23% among 290,000; inhibition, % at 5 µM; AID 1700, 2009; DLD-1 KLF5 promoter-luciferase reporter;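 active = inhibition above a per-plate limit of that plate's mean compound inhibition plus 3 SD, cut at about 60% in these data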;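 also: 0% = DMSO wells and 100% = LY294002 at 200 µM; higher means less KLF5 promoter-driven luciferase light; inactives centre near -14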
# IEC-6 tox = cytotoxicity in IEC-6 intestinal epithelial cells, primary screen, cytotoxicity control for KLF5 inhibitor project, cell-based, luminescence. inhibition, % at 5 µM. IEC-6 cytotoxicity, luminescence viability. hit rate 0.78% among 290,000. AID 1825, 2009; in the data active = inhibition above about 22%;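 also: 0% = plate median of test compound wells and 100% = cytotoxic reference compound wells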
# Platelet DG rel = inhibitors of platelet dense granule secretion, primary screen, cell-based, MLPCN, human platelets | human platelet-rich plasma, SFLLRN dense granule ATP release, luminescence | inhibition, %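 (compounds screened at 7.5 µM in platelet-rich plasma)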 | hit rate 0.22% among 300,000 | AID 1663, 2009;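 active = mean replicate score, as percent of positive control, at or above 50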
# aSyn 5UTR inh = MLPCN primary screen, SNCA 5' untranslated region; inhibition, % (tested at 7.5 µM); hit rate 0.82% among 300,000; alpha-synuclein 5'UTR reporter, inhibitor activity; AID 1813, 2009; in the data active = inhibition above about 60%;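 also: H4 neuroglioblastoma cells stably carrying SNCA 5'UTR luciferase fusion; 0% = DMSO wells and 100% = positive control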
# AI-2 QS mod = Vibrio harveyi AI-2 quorum sensing modulators, primary screen, JMH597 strain, luminescence/OD600 ratio | Vibrio harveyi JMH597 AI-2 luminescence/OD600 ratio, 9 h; stronger effect = lower value; strain lacks LuxN and CqsS sensors; 0 = neutral-control median | activity change, % at 7.5 µM | hit rate 0.4% among 300,000 | AID 2094, 2009; in the data active = activity change below about -75%, passing the limit was not always enough;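 also: luminescence divided by OD600 gain over 9 h not by final OD600 alone; inactives centre near 13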
# HSF-1 act = HSF-1 activators, primary screen, NIH3T3-HGL cells, MG132 stress, luminescence, single point | activation, % at 9 µM | hit rate 1.7% among 300,000 | NIH3T3-HGL HSF-1 luciferase reporter, 8 h; 100% = twice DMSO control signal | AID 504408, 2011;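 active = mean replicate activation of at least 50% with a set share of replicates each reaching 50%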;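 also: 0% = median of the neutral control wells and 100% = twice that signal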
# SKKanGAS inh = S. pyogenes SKKanGAS growth inhibitors in kanamycin, primary screen, streptokinase expression inhibitor project, SKKanGAS strain, BacTiter-Glo luminescence; inhibition, % at 7.5 µM; 6 h; hit rate 1.3% among 300,000; AID 1662, 2009;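 active = mean replicate score, as percent of positive control median, at least 50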;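 also: strain carries kanamycin resistance gene driven by streptokinase promoter and grows in 40 µg/ml kanamycin; loss of luminescence reflects streptokinase promoter inhibition or plain growth inhibition; 0% = median of DMSO wells and 100% = positive control at its reference dose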
# HSP90 inh = HSP90 inhibitors, primary screen, cell lysate, luminescence. Rabbit reticulocyte lysate, luciferase refolding luminescence, 3 h. inhibition, % at 5.6 µM. hit rate 0.91% among 290,000. AID 1789, 2009. Heat shock protein HSP 90 (rabbit reticulocyte lysate; luciferase refolding);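 active = inhibition above the screen-wide mean plus 3 SD, computed separately per campaign, cut at about 16% in these data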;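 also: 0% = DMSO wells and 100% = 60 µM geldanamycin wells; inhibitors lower the luminescence because luciferase stays unfolded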
# * hit, by the source's call; . = not tested or not shown. Compounds were not picked by outcome; 6% or so of the library scored in one or more.
# The line under a structure holds: HIF activator	AI-2 QS mod	aSyn 5UTR inh	HSF-1 act	KLF5 inhibitor	SKKanGAS inh	HSP90 inh	Platelet DG rel	HSF1 inhib	IEC-6 tox
> CN(Cc1ccccc1)S(=O)(=O)c1ccc(OCC(=O)NCc2ccncc2)cc1
  0.1	9	7	16	10	-15	0	-5	3	6
> COc1ccc(-c2cc3nnc(-c4ccccc4)nc3s2)cc1
  -3.9	17	33	-59	-15	4	21*	12	-47	-2
> Cc1ccc(C2C3CSCC=C3C(C#N)=C(N)C2(C#N)C#N)cc1 (centres undefined)
  0.1	29	-38	29	2	3	2	3	-4	-4
> CSCCC(NC(=O)c1cc(C(C)(C)C)oc1C)C(=O)O (centres undefined)
  .	9	13	-6	-19	-1	-2	0	-10	0
> CC(C(=O)NCCCc1ccccc1)n1cccc1C(=O)c1ccccc1 (centres undefined)
  1.2	6	-6	14	-15	-17	3	4	13	7
> Cn1c(COc2nnc(-c3ccc(Cl)cc3)c3ccccc23)nc2ccccc21
  0.0	8	-28	-4	9	-4	2	-6	-4	5
> O=C(O)CCC(=O)Nc1ccccc1C(=O)NCCc1ccccc1
  1.3	4	-78	20	-113	-17	7	6	2	3
> N/C(=N\N=C\c1ccc2c(c1)OCO2)SC1CC(=O)N(c2ccc(C(=O)O)cc2)C1=O (centres undefined)
  0.0	0	-37	-5	26	4	-1	-5	-9	-6
> Cc1ccc(-c2n[nH]c(=S)n2-c2ccccc2)cc1
  0.1	-5	11	2	-10	6	-1	0	-3	1
> COc1ccc(N=c2scc(-c3ccc(OC)cc3)n2CCO)cc1
  -0.5	1	-66	-24	-17	6	0	4	2	3
> CC1=NN(c2cccc(Cl)c2)C(=O)C1
  0.1	9	7	-6	-8	16	16	1	14	-3
> CN(CC(=O)Nc1c(Cl)cccc1Cl)C(=O)Cc1ccc(S(=O)(=O)N2CCOCC2)s1
  -0.2	17	18	-16	-13	4	-2	1	-7	3
> CC1(C)OC(=O)C(=Cc2ccc[nH]2)C(=O)O1
  0.4	14	-6	-5	-10	-2	4	1	-9	-1
> COCCCN1CC(=O)N2C(c3cccc(C)c3)c3[nH]c4ccccc4c3C[C@H]2C1=O (some centres undefined)
  -0.8	18	6	13	-6	5	3	4	4	-5
> CCOC(=O)c1cccc(N2C(=O)C3C4C=CC(CC4)C3C2=O)c1 (centres undefined)
  -21	17	10	3	-21	15	0	2	1	3
> CNC(=S)Nc1ccc(-c2nc3ccc(C)cc3s2)cc1
  -0.3	29	-91	14	-147	-16	1	3	1	7
> Cc1ccc(C(=O)O/N=C(\N)c2ccc(Br)cc2)cc1C
  4.1	27	-136	5	-24	-10	-2	-3	-6	-4
> COc1cc(/C=C2\CC/C(=C\c3cc(OC)c(OC)c(OC)c3)C2=O)cc(OC)c1OC
  -0.2	13	-55	28	-18	21	-1	-6	12	4
> O=C(NCc1ccc2c(c1)OCO2)C12CC3CC(CC(C3)C1)C2
  -0.6	25	27	1	-30	8	1	-4	-9	10
> Oc1c(CN2CCN(c3ccccc3)CC2)cc(Br)c2cccnc12
  39*	8	85*	7	52	90*	4	-5	25	13
> CCOc1ccc(-c2nc(CN3CCCC(C(=O)N4CCOCC4)C3)c(C)o2)cc1 (centres undefined)
  0.2	6	-22	-46	-8	41	18*	2	-30	-8
> O=C(O)Cn1cc(F)c(=O)[nH]c1=O
  0.1	-34	10	4	.	1	.	5	-10	.
> CCOc1ccc(N2C(=O)c3cccnc3C2Nc2ccc(Cl)cc2)cc1 (centres undefined)
  -0.3	18	-23	15	-12	2	6	-1	2	-4
> C#Cc1cccc(NC(=O)c2ccc3c(c2)C(=O)N(Cc2cccnc2)C3=O)c1
  -0.1	7	-14	-5	6	1	11	4	1	4
> COC(=O)C(C(=O)OC)C(c1ccccc1)C(C(=O)c1ccccc1)[N+](=O)[O-] (centres undefined)
  -0.7	6	1	16	21	-1	1	21	5	3
> CN(C)C(=O)c1c(-c2ccccc2)oc2ccc(O)cc12
  0.1	13	-7	-3	-6	-9	-4	2	-4	-7
> CC(C)(C)NC(=S)NC(=O)C12CC3CCC(CC(C3)C1)C2
  -4.9	12	20	0	1	20	-3	10	-3	-1
> COc1cccc(CN(C)CC(=O)Nc2cc3oc4ccccc4c3cc2OC)c1
  -0.2	22	-22	6	0	7	2	8	9	1
> Cn1c(=O)c2c(nc(/C=C/c3cccc(Cl)c3)n2C)n(C)c1=O
  0.8	-7	-25	-6	.	2	.	-4	-6	.
> Cc1c(CNCCC2=CCCCC2)c(C(=O)O)c(C)n1Cc1ccccc1
  0.1	-2	6	-17	13	-8	0	-17	-4	1
> O=C(c1ccco1)N1CCN(C(c2ccc(Cl)cc2)c2nnnn2Cc2ccccc2)CC1 (centres undefined)
  -2.6	28	-1	3	-9	1	-3	-1	1	-2
> O=C(NC1CCC(O)CC1)c1ccc(-c2ccc([N+](=O)[O-])cc2)o1 (centres undefined)
  0.8	15	-45	0	-10	4	4	16	4	-1
> Cc1cccc(NC2=NCC(=O)N2Cc2cccs2)c1
  0.1	16	1	-8	-14	-5	-1	-9	9	0
> COc1cccc(/C=N/NC(=O)c2cc(-c3cccn3C)n[nH]2)c1
  1.4	43	3	-2	-13	4	4	8	-4	-3
> Nc1nc(Cl)cc(=O)n1Cc1ccc(Cl)cc1
  -0.4	8	11	-2	.	-2	.	-8	-4	.
> COCCn1nnnc1C(c1ccccc1OC)N1CCN(c2ccccc2)CC1 (centres undefined)
  -0.2	29	15	1	-5	-4	2	16	1	3
> CC1CCN(C(=O)CC#N)CC1
  -0.4	27	5	3	-17	-4	4	-3	-2	6
> Cc1cccc(C)c1N=C1NN=C(c2ccccc2F)CS1
  1.8	27	-33	12	2	11	0	-13	-10	8
> CCN(c1ccccc1)S(=O)(=O)c1nnc(NC(=O)CC(C)C)s1
  -0.3	14	21	10	-36	-4	2	2	7	4
> Cn1c(=O)[nH]c(=O)c2c1nc(N1CCOCC1)n2CCCSc1ncccn1
  -0.3	29	15	-6	-15	8	-2	-3	-6	0
> C=CCNC(=O)c1onc(CSc2ccc(C)c(C)c2)c1C(=O)O
  2.0	-3	-24	-15	-8	12	-12	1	6	-6
> Cc1ccc(C(=O)Nc2cccc(C(F)(F)F)c2)cc1NC(=O)c1ccno1
  0.3	15	95*	-56	.	-5	.	1	-47	.
> CCN(C(=O)CN1CCN(S(=O)(=O)c2cc(Cl)ccc2Cl)CC1)c1c(N)n(Cc2ccccc2)c(=O)[nH]c1=O
  -0.5	11	0	-12	-15	-6	-4	-15	-3	3
> O=C(C(=O)N1CCN(c2cccc(Cl)c2)CC1)N1CCCCC1
  -0.6	18	11	8	-16	1	-1	3	1	6
> COc1cccc(/C=N/NC(=O)CSCC(=O)Nc2ccccc2)c1O
  17*	20	43	26	32	-1	-10	4	4	-15
> Cc1ccc(OCCSc2ncnc3sc(C)c(C)c23)cc1C
  -0.2	10	4	2	13	8	-1	11	6	1
> CC(C(=O)c1ccc(Br)cc1)[n+]1cccc(NC(=O)c2ccccc2)c1 (centres undefined)
  -0.2	20	-2	8	-14	-5	-2	-2	-2	-9
> FC(F)c1nnc2ccc(Cl)nn12
  0.3	29	1	-3	7	-4	-3	8	-3	0
> Cc1cc(C)n2nc(C(=O)N/N=C/c3c4ccccc4cc4ccccc34)nc2n1
  4.0	43	-12	188*	9	-4	2	2	144	-1
> Cc1cc(Br)cc(C)c1NC(=O)c1ccccc1[N+](=O)[O-]
  0.1	6	4	14	19	1	-7	-8	-5	1
> CCC(C)c1ccccc1OCCCCN1CCCC1 (centres undefined)
  -0.4	33	1	-3	-24	-1	-5	36	-3	-5
> COc1ccc(CCn2c(C)cc(C(=O)CSc3nnnn3-c3ccccc3)c2C)cc1OC
  -0.4	16	28	1	-40	-12	0	-1	-3	-2
> O=S(=O)(Nc1ccc(-c2ccc(N3CCOCC3)nn2)cc1)c1cc(Cl)ccc1Cl
  0.7	44	-16	13	.	19	.	11	12	.
> O=C(Nc1nccs1)c1ccc(S(=O)(=O)NCC2CCCCC2)cc1
  -0.6	8	2	12	-21	3	-3	0	9	0
> O=C(CN(Cc1ccccc1)C(=O)CCC(=O)Nc1ccccn1)NCc1ccc(F)cc1
  -0.4	10	3	23	-5	-2	5	-12	8	0
> CN1CCN(C(=O)CSc2nc(-c3ccco3)cc(C(F)(F)F)n2)CC1
  -0.2	2	18	-11	-4	1	1	2	-8	1
> CCOc1cccc(/C(O)=C2/C(=O)C(=O)N(CCN3CCOCC3)C2c2cccnc2)c1 (centres undefined)
  -0.1	18	-6	0	-8	0	-2	1	-2	7
> CCCN(CCC)C(=S)NC(=O)c1ccc(Cl)cc1Cl
  -0.2	9	20	2	11	-11	2	-6	-3	-6
> Cc1ccc(-c2noc(CC(c3ccccc3)c3ccccc3)n2)cc1
  0.0	28	-29	11	8	22	0	3	-2	-2
> Cc1ccc(O)c(NC(=S)NC(=O)COc2ccc(Br)cc2)c1
  0.1	1	-9	12	-10	7	0	2	-2	2

# Going on with the list.
# The line under a structure holds: HIF activator	AI-2 QS mod	aSyn 5UTR inh	HSF-1 act	KLF5 inhibitor	SKKanGAS inh	HSP90 inh	Platelet DG rel	HSF1 inhib	IEC-6 tox
> CCOc1ccc(-c2csc(C3COc4ccccc4O3)n2)cc1 (centres undefined)
  -0.3	-4	-4	4	-28	.	-3	2	-3	3
> O=C(NC12CC3CC(CC(C3)C1)C2)c1ccc(-c2ccc(Br)cc2)o1
  1.6	22	-246	-7	-15	56*	4	15	-1	-2
> Cc1ccc(NC(=O)Cn2c(=O)oc3cc(S(=O)(=O)N4CCC(C)CC4)ccc32)cc1C
  0.3	-1	-20	-29	-44	2	2	-33	-11	2
> O=C(c1cc(F)ccc1F)C1CCCN(Cc2cccn2-c2ccccn2)C1 (centres undefined)
  0.8	15	-16	-5	5	2	7	0	-2	-4
> CCOc1ccc(CCNC(=O)c2ccc3c(=O)[nH]c4c(C(=O)NC(C)C)sc(=S)n4c3c2)cc1
  0.3	11	-6	6	-50	-1	-1	-12	2	-2
> O=C(c1cc(-c2ccco2)nc2ccccc12)N(Cc1nnc(-c2ccc(Cl)cc2)o1)C1CC1
  0.2	7	-1	16	.	-1	.	5	9	.
> Cc1c(C)c2c(OCC(=O)NCc3ccco3)cc3c(c2oc1=O)CCC(C)(C)O3
  -0.1	10	20	17	-27	-4	-4	-1	5	3
> CC(C)[C@@H](C(=O)NCc1ccco1)N1C(=O)N2CCc3c([nH]c4ccccc34)[C@@]2(C)C1=O
  -0.1	1	-19	5	-11	-1	0	2	0	5
> COc1ccc(C)cc1NC(=O)CN(C)S(=O)(=O)c1ccc2c(c1)c(=O)n(C)c(=O)n2C
  0.2	10	-24	-19	-2	-3	2	-2	5	2
> CCn1nc(NC(=O)c2ccncc2)c2cc3ccc(C)cc3nc21
  0.0	4	10	-3	-1	0	1	0	-5	2

# Screens as filed in PubChem.
